GAA inhib: qHTS Assay for Inhibitors of Human alpha-Glucosidase as a Potential Chaperone Treatment of Pompe Disease; Lysosomal alpha-glucosidase (Homo sapiens), P10253; purified human GAA, 4-MU-alpha-glucoside fluorescence; Potency, µM (top dose mostly 76.9 µM), without a hit: at the highest dose activity change, negative = inhibition, actives largely listed as inhibitors; 200,000 tested, 0.005% active;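 further: potency means the concentration at half of the fitted maximal effect; plate controls were uninhibited enzyme wells for no effect and no-enzyme background for full effect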
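Human enzyme at 4 nM with 400 uM 4-methylumbelliferyl-alpha-D-pyranoside, citrate/phosphate buffer pH 5.0, 0.005% Tween-20, 20 min at room temperature. Compounds up to 77 uM. 4-MU fluorescence (Ex 365/Em 440) read after NaOH/glycine stop; AC50 from Hill fit.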
Lamin A splicing: qHTS Assay for Modulators of Lamin A Splicing; HeLa LMNA splicing GFP/RFP minigene ratio, 48 h; Potency, µM (highest dose often 46.1 µM), inactives show at the highest dose ratio change, negative = inhibition, usual class: inhibitors; 200,000 tested, 0.01% active; AID 1487, 2009; active means well fitted inhibition curve with a large enough effect in the signal ratio, with a control signal flat, not every such curve was filed as active; inconclusive means small, poorly fitted or top-dose-only effect, or effect the other way, or a change in a side signal; the % refers to the signal ratio; further: potency means the concentration at half of the fitted maximal effect; on the % scale 0 is the no-effect control and ±100 the full control effect
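S3 HeLa cells stably expressing lamin A-EGFP splicing minigene plus DsRed2, 600 cells/well, 48 h compound exposure at 37C. Laser-scanning cytometry; analysed as GFP (500-530 nm)/RFP (575-640 nm) total intensity ratio; 0.5% DMSO vehicle.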
GAA glycogen mod: qHTS Assay for Inhibitors and Activators of Human alpha-Glucosidase Cleavage of Glycogen | 300,000 tested, 0.38% active | AID 2100, 2009 | recombinant GAA, glycogen substrate, Amplex Red glucose oxidase fluorescence | Potency, µM (doses to about 76.4 µM), inactives show top-dose activity change, negative = inhibition, usual class: inhibitors;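 further: potency means the concentration at half of the fitted maximal effect; 0% = full enzyme reaction and -100% = no-enzyme basal signal; the screen sought inhibitors and activators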
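Recombinant human enzyme (4 nM); glycogen substrate; 37 C, 40 min, pH 5.0. Readout: coupled glucose oxidase/Amplex Red fluorescence.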
CBFb-RUNX1 inh: qHTS Assay for Compounds Blocking the Interaction Between CBF-beta and RUNX1 for the Treatment of Acute Myeloid Leukemia | Runt-related transcription factor 1 (Homo sapiens) + Core-binding factor subunit beta … | AlphaScreen CBFb-His/RUNX1-biotin binding, biochemical | Potency, µM (top dose mostly 59.8 µM), inactives show at the highest dose activity, negative = inhibition, hits mostly inhibitors | 230,000 tested, under 10 active; further: % of control where 0% means no effect
Target sequence (Q01196 whole entry, looked up): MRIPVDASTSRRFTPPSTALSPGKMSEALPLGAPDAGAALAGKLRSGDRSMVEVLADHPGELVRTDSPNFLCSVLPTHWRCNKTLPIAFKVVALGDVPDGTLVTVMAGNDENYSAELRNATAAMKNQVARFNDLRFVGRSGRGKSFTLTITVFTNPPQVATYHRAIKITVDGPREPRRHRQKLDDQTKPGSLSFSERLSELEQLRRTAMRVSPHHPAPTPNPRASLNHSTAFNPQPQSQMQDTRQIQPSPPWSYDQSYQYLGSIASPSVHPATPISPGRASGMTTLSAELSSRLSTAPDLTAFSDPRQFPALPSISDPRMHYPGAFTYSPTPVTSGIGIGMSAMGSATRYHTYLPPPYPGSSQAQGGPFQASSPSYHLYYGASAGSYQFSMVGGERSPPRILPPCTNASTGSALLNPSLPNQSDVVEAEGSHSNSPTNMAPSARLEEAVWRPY
Target sequence (Q13951 whole entry, looked up): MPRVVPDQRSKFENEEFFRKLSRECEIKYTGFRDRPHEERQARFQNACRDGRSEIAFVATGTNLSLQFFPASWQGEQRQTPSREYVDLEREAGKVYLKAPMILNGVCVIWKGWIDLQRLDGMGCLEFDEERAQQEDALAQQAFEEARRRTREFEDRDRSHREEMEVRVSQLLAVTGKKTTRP
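Proteins preincubated together for 20 min at RT before compound addition; 15 min later, nickel and streptavidin beads were added and left 90 min prior to AlphaScreen measurement.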
aGlu spleen mod: qHTS Assay for Inhibitors and Activators of Human alpha-Glucosidase From Spleen Homogenate; human spleen homogenate, 4-MU-alpha-glucoside fluorescence; Potency, µM (top dose mostly 79.9 µM), inactives show top-dose activity change, negative = inhibition, usual class: inhibitors; 240,000 tested, 0.006% active;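 further: potency means the concentration at half of the fitted maximal effect; 0% = enzyme with vehicle and -100% = no enzyme basal signal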
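AC50 values come from Hill-equation fits of concentration-response data, normalized to no-enzyme and full-activity controls. Enzyme source: 1 ug human spleen homogenate; 1 mM fluorogenic 4-MU glucoside, pH 5.0 citrate buffer, 37 C, 40 min.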
HTT ATP protect: qHTS Multiplex Assay to Identify Dual Action Probes in a Cell Model of Huntington: Cytoprotection (ATP); PC12 HTT-Q103 induced, cytoprotection, ATP luminescence, 40 h; Potency, µM (top dose mostly 56.4 µM), for inactives: cytoprotection (ATP increase), usual class: activators; 230,000 tested, 0.14% active; AID 1471, 2008;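 further: potency means the concentration at half of the fitted maximal effect; % of control where 0% means no effect; nearly all actives have a fitted effect of over 45% in size; toxic huntingtin expression switched on by the ecdysone agonist tebufenozide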
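Huntington model: PC12 line, ecdysone-inducible HTTQ103 exon1–GFP, tebufenozide 100 nM. Test articles in a dose series. Endpoint luminescence from cellular ATP.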
HttQ103 aggreg: qHTS Multiplex Assay to Identify Dual Action Probes in a Cell Model of Huntington: Aggregate Formation (GFP); PC12 HttQ103-GFP aggregates, Acumen cytometry, 40 h; Potency, µM (highest dose often 46.1 µM), without a hit: top-dose activity change, negative = inhibition, most hits filed as inhibitors; 220,000 tested, 1.1% active; AID 1688, 2009; further: potency means the concentration at half of the fitted maximal effect; on the % scale 0 is the no-effect control and ±100 the full control effect; nearly all actives have a fitted effect of over 60% in size
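Using laser scanning cytometry, GFP-positive aggregates were counted after lysis of PC12 cells induced with 100 nM tebufenozide to express HTT exon 1 Q103–GFP. Compounds were tested in titration.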
Numbers without * were called inactive; ? = inconclusive; · = not tested or not shown; [ ] = another dose, or the depositor's remark. Unless noted, the call rests on the fitted dose curve; in most records, active means well fitted curve in the direction sought with a large enough effect; inconclusive means small, poorly fitted or top-dose-only effect, or another doubt; inactive means no such curve, though single readings can be large; an effect the other way counts as inactive or inconclusive.

Assay codes – A = GAA inhib; B = Lamin A splicing; C = GAA glycogen mod; D = CBFb-RUNX1 inh; E = aGlu spleen mod; F = HTT ATP protect; G = HttQ103 aggreg
COC(=O)[C@@H]1[C@@H](C#N)C2(c3ccccc3-c3ccccc32)N(c2ccc(Cl)cc2)N1C#N
  A: -1% | B: ? | C: -9% | D: 2% | E: -7% | F: -28%[10 µM] | G: ?

COC(=O)c1cccc(NC(=O)c2nn(C(C)C)c(=O)c3ccccc23)c1
  A: 3% | B: -4% | C: -8% | D: 11% | E: -6% | F: 1%[10 µM] | G: -9%

CC(C)(C)c1ccc(CSc2nnc(-c3ccccn3)n2Cc2ccco2)cc1
  A: -12% | B: -13% | C: -5% | D: 1% | E: -8% | F: 6% | G: 14µM*

Cc1ccc(C)c(NC(=S)NC2CC3CCC(C2)N3Cc2ccco2)c1 (stereo not drawn)
  A: 0% | B: 0% | C: -17% | D: 13% | E: -21% | F: 5% | G: 13%

S=C(NCCc1c[nH]c2ccccc12)NC1CCCC1
  A: 7% | B: · | C: -18% | D: -4% | E: -1% | F: 18% | G: 9%

COc1ccc(NC(=O)CNc2cccc(C#N)c2)cc1Cl
  A: 0% | B: 6% | C: 0% | D: 0% | E: 7% | F: 3% | G: 5%

COCCC(=O)Nc1ccc2c(c1)CN(C(=O)CCOC)CC2
  A: -4% | B: · | C: -7% | D: 6% | E: -1% | F: -7%[10 µM] | G: -2%[9.22 µM]

CC(C)(C)NC(=O)c1ccc(C(=O)NC(C)(C)C)cc1
  A: · | B: · | C: 10% | D: 1% | E: -6% | F: -24%[10 µM] | G: -5%[9.22 µM]

CCCCOCCCNC(=O)CN1C(=O)c2ccccc2C1=O
  A: -5% | B: 0% | C: 2% | D: -1% | E: 4% | F: -13%[10 µM] | G: -1%[9.22 µM]

CC(C)CC(C(=O)Nc1oc(-c2ccco2)c(-c2ccco2)c1C#N)N1C(=O)c2ccccc2C1=O (stereo not drawn)
  A: -9% | B: 10% | C: ? | D: ? | E: -2% | F: -22%[0.074 µM] | G: -5%

O=C(NCc1cccs1)C1CC(c2ccc(F)cc2)=NO1 (stereo not drawn)
  A: 2% | B: 11%[9.22 µM] | C: 1% | D: 5% | E: 9% | F: ? | G: -9%

CCN(CC)CCOC(c1ccccc1)c1ccc(C)cc1 (stereo not drawn)
  A: 1% | B: 4% | C: -8% | D: 1% | E: -4% | F: · | G: -7%

CCCCCn1c(CNC(=O)CCC)nc2ccccc21
  A: -4% | B: -5% | C: 8% | D: 9% | E: -21% | F: 6%[10 µM] | G: -16%

Cc1cccc(OCC(=O)Nc2cccc(O)c2)c1
  A: -5% | B: 13% | C: 1% | D: 4% | E: 1% | F: 11%[1.9 µM] | G: 5%

Cc1cc(C)cc(Oc2nc3c(C)cccn3c(=O)c2/C=C(\C#N)C(=O)NC2CCS(=O)(=O)C2)c1 (stereo not drawn)
  A: ? | B: ? | C: 11% | D: 4% | E: 2% | F: -30%[10 µM] | G: ?

O=S(=O)(Nc1nc2ccccc2nc1Nc1cccc(S(=O)(=O)N2CCCCC2)c1)c1ccccc1
  A: ? | B: ? | C: 12% | D: 9% | E: 5% | F: -21%[10 µM] | G: ?

COc1ccccc1NC(=S)N1CCN(Cc2ccc3c(c2)OCO3)CC1
  A: 4% | B: 4% | C: 1% | D: -5% | E: 4% | F: -2%[10 µM] | G: 8%

O=C(Nc1cc(C(F)(F)F)ccc1N1CCOCC1)c1n[nH]c(=O)c2ccccc12
  A: 0% | B: 6% | C: -1% | D: 8% | E: -2% | F: -25% | G: 6%

O=C(CCc1ccccc1)Nc1ccc(N2CCCCC2)cc1
  A: -10% | B: 8% | C: 4% | D: -4% | E: -3% | F: -31%[10 µM] | G: 11%

COCCOCCOCCC(=O)NC1CC2CCC1(C)C2(C)C (stereo not drawn)
  A: 2% | B: -1% | C: 4% | D: 9% | E: 4% | F: 5% | G: 1%

COc1ccc(N/C(C)=C/C(=O)c2ccccc2)cc1
  A: -11% | B: 11% | C: -25% | D: 4% | E: -1% | F: 0%[10 µM] | G: 15%

N#C/C(=C\C1=C(N2CCOCC2)C(=C/c2cccc([N+](=O)[O-])c2)/CC1)C(=O)Nc1ccccc1F
  A: -2% | B: -4% | C: -2% | D: -9% | E: 2% | F: 23%[10 µM] | G: -5%

CSc1nccc(-c2c(-c3ccc(Cl)cc3)noc2C)n1
  A: · | B: · | C: 2% | D: 28% | E: 1% | F: 2%[10 µM] | G: 4%[9.22 µM]

O=C(Nc1ncc(S(=O)(=O)c2ccc([N+](=O)[O-])cc2)s1)c1ccc2ccccc2c1
  A: -3% | B: 6% | C: 2% | D: 12% | E: 8% | F: ? | G: -5%

Cc1nc(SCC(=O)Nc2cc(C)on2)c2c3c(sc2n1)CCCC3
  A: -2% | B: 5% | C: -1% | D: 1% | E: 6% | F: -2%[10 µM] | G: -3%

CC(C)(C)CN1CCNC(=O)C1CC(=O)NCCc1ccccc1C(F)(F)F (stereo not drawn)
  A: -9% | B: -3%[46 µM] | C: 9% | D: 4% | E: 3% | F: 11%[10 µM] | G: 12%[9.22 µM]

COc1ccc(C(C(N)=O)c2ncc(C(F)(F)F)cc2Cl)cc1 (stereo not drawn)
  A: -5% | B: 15%[46 µM] | C: 5% | D: 4% | E: · | F: -15% | G: 0%

COc1cccc(C(=O)NNC(=O)Cc2ccc([N+](=O)[O-])cc2)c1
  A: -5% | B: -11% | C: -4% | D: 5% | E: -9% | F: 9%[10 µM] | G: -19%

Cc1cc(C(=O)CSc2nn3c(=O)c(C(C)(C)C)nnc3s2)c(C)n1C
  A: -6% | B: · | C: -3% | D: 7% | E: 0% | F: -5%[10 µM] | G: 22%

CC(C)Sc1nc(NCc2ccco2)c2c3c(sc2n1)COC(C)(C)C3
  A: 3% | B: 15% | C: -8% | D: 6% | E: -13% | F: -8%[0.074 µM] | G: -15%

O=C(O)c1ccc2c(c1)C(=O)N(c1ncccn1)C2=O
  A: -1% | B: -1% | C: 8% | D: 9% | E: -9% | F: · | G: 3%

O=C(NCCOc1ccccc1)c1n[nH]c(=O)c2ccccc12
  A: 4% | B: 2% | C: 4% | D: 6% | E: -1% | F: -5%[10 µM] | G: -11%

O=C(NCC1CCCO1)c1ccc(Oc2ccc([N+](=O)[O-])cc2)cc1 (stereo not drawn)
  A: -12% | B: ? | C: 5% | D: 1% | E: -4% | F: -26% | G: ?

CC1CCc2sc(C(=O)Nc3nnc(SCc4ccc(F)cc4)s3)cc2C1 (stereo not drawn)
  A: -8% | B: ? | C: -2% | D: -1% | E: -9% | F: -20% | G: 0%

N#CC12CCCCC1CC1CCCCC1(C#N)N2CCO (stereo not drawn)
  A: ? | B: 1% | C: -28% | D: 5% | E: -5% | F: 3%[0.074 µM] | G: -6%

CCN(CC)CCNC(=O)C(=O)Nc1ccc(C(=O)OC)cc1
  A: · | B: · | C: -4% | D: 5% | E: -4% | F: -27%[10 µM] | G: -17%[9.22 µM]

COc1ccc(/C=N\NC(=O)c2cccc([N+](=O)[O-])c2)cc1Cn1cc([N+](=O)[O-])cn1
  A: -4% | B: 0%[46 µM] | C: 2% | D: 0% | E: -1% | F: 17%[10 µM] | G: -6%[9.22 µM]

COc1ccccc1/C=C/C=N/n1c(COc2ccccc2)n[nH]c1=S
  A: 9% | B: 12% | C: -6% | D: -8% | E: -15% | F: -40%[inhibitor] | G: 0%

CCn1c2ccccc2c2cc(NC(=O)CC(C)=O)ccc21
  A: -8% | B: -7% | C: -6% | D: -14% | E: 7% | F: 23%[10 µM] | G: 11%

C/C(=C\c1ccccc1)C(=O)Nc1nccs1
  A: 4% | B: · | C: 9% | D: 12% | E: -8% | F: · | G: 0%

COCCNC(=O)c1ccccc1NC(=O)c1ccccc1N(C)S(=O)(=O)c1ccc(C)cc1
  A: -2% | B: -7% | C: -2% | D: 5% | E: -4% | F: 4% | G: 0%

CCCCC1CCC(C(=O)NCc2ccc3c(c2)OCO3)CC1 (stereo not drawn)
  A: -4% | B: 3% | C: -4% | D: -3% | E: -4% | F: 6% | G: -9%

COc1ccc2c(CC(=O)NCc3ccc4c(c3)OCO4)coc2c1
  A: 0% | B: -10% | C: -1% | D: -14% | E: -3% | F: 1%[10 µM] | G: 1%

CCC(=O)N1CCN=C1SCc1ccccc1Cl
  A: 1% | B: -8% | C: -6% | D: 3% | E: -10% | F: 11% | G: 32%

N#CC1=C(S)N(c2ccccc2)C2(CCCCC2)NC1=O
  A: 3% | B: -9% | C: 0% | D: -3% | E: -6% | F: ? | G: -2%

CC(C)c1ccc(S(=O)(=O)N2CCN(CC(=O)Nc3ccc4c(c3)OCO4)CC2)cc1
  A: ? | B: 10% | C: -21% | D: -8% | E: -9% | F: 22% | G: -15%

CCOC(=O)c1sc(NC(=O)C2CCCO2)c(C(=O)OCC)c1C (stereo not drawn)
  A: 0% | B: 7% | C: -9% | D: ? | E: -1% | F: 1% | G: -5%

CCOC(=O)N1CCN(C2OC(=O)c3ccccc32)CC1 (stereo not drawn)
  A: -1% | B: ? | C: 3% | D: 0% | E: 3% | F: 0%[10 µM] | G: 8%

CN(C)C(=O)N1CCN(C(=O)c2ccco2)CC1
  A: -4% | B: -10% | C: 6% | D: 9% | E: 1% | F: -11%[10 µM] | G: -13%

Cc1ccc(-c2cc3nc(-c4ccccc4)cc(N4CCC5(CC4)OCCO5)n3n2)cc1
  A: 10% | B: ? | C: -1% | D: ? | E: 5% | F: 24%[10 µM] | G: 6%

CCOC(=O)c1c(CN2CCN(C)CC2)oc2ccc(O)cc12
  A: -12% | B: 3% | C: 10% | D: -27% | E: -1% | F: 0% | G: -6%

Arranged by value in HttQ103 aggreg (descending): 3 of the compounds above.
SMILES	GAA inhib	Lamin A splicing	GAA glycogen mod	CBFb-RUNX1 inh	HttQ103 aggreg
Cc1cc(C(=O)CSc2nn3c(=O)c(C(C)(C)C)nnc3s2)c(C)n1C	-6%	·	-3%	7%	22%
CCn1c2ccccc2c2cc(NC(=O)CC(C)=O)ccc21	-8%	-7%	-6%	-14%	11%
COCCNC(=O)c1ccccc1NC(=O)c1ccccc1N(C)S(=O)(=O)c1ccc(C)cc1	-2%	-7%	-2%	5%	0%

Compounds were not picked by outcome; overall some 1.5% were active at least once.
